# Bioassay records from PubChem BioAssay.
# RGS4 inh: human RGS4 inhibition. Potency, µM (titrated, usually from 114 µM), for inactives: at the top dose activity change, negative = inhibition, hits mostly inhibitors. P49798. Transcreener GDP fluorescence polarization, RGS4-accelerated GTP hydrolysis. 390,000 compounds, 0.039% hits; further: potency means the concentration at half of the fitted maximal effect; on the % scale 0 is the no-effect control and ±100 the full control effect; nearly all actives have a fitted effect of over 75% in size; some results filed as inactive show a strong effect at the top dose
# Target sequence (P49798 whole entry, looked up): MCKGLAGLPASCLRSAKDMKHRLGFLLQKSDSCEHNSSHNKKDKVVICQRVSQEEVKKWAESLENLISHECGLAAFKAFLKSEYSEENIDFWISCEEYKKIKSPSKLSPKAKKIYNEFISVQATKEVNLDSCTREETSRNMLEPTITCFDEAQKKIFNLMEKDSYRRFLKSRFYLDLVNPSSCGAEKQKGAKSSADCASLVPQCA
#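 MLSMR compounds (23 nl, pin-transferred) preincubated 10 min at room temperature with a 500nM (2x) first reagent, then RGS4 at 900nM (2x) plus Transcreener GDP mix added; fluorescence polarization (620/688 nm) read before and after 90 min at 30 °C.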
# TrxR1 substrate: substrates of rat thioredoxin reductase 1; O89049; Potency, µM (titrated, usually from 114 µM), without a hit: at the top dose activity change, negative = substrate turnover; 390,000 compounds, 0.01% hits; AID 588456; purified TrxR1 substrate turnover, NADPH consumption readout; further: potency means the concentration at half of the fitted maximal effect; on the % scale 0 is the no-effect control and ±100 the full control effect; nearly all actives have a fitted effect of over 50% in size
#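 Rat TrxR1, dispensed at 90 nM, was prereduced with 400 uM NADPH (final) for 5 min at ~22 deg C, then incubated with compound 15 min before 400 uM selenite. A first-read NADPH fluorescence drop versus no-compound background flagged substrates.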
# mIDH1 inhibitor: human IDH1 R132H inhibition; O75874; IDH1-R132H enzyme, NADPH consumption, diaphorase/resazurin fluorescence; Potency, µM (titrated, usually from 76.6 µM), for the others: top-dose activity change, negative = inhibition, hits mostly inhibitors; 390,000 compounds, 0.093% hits; AID 602179; further: potency means the concentration at half of the fitted maximal effect; on the % scale 0 is the no-effect control and ±100 the full control effect; nearly all actives have a fitted effect of over 65% in size
# Target sequence (O75874 whole entry R132H, stated change not applied): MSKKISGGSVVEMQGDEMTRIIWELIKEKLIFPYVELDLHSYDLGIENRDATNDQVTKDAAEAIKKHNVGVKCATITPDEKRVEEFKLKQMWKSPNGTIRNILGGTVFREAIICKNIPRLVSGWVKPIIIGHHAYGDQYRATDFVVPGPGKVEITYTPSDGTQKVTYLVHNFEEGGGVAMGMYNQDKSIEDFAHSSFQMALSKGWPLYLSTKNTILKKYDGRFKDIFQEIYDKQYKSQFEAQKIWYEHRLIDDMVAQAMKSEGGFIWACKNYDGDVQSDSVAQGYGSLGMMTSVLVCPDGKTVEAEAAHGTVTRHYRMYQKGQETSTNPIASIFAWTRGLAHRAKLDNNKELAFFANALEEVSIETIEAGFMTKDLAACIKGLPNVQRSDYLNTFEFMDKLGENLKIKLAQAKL
#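 IDH1-R132H (0.5 ug/mL dispensed) in pH 7.5 Tris buffer was preincubated 30 min with compound, then given a substrate mix of 0.016 mM NADPH and 2 mM alpha-KG for 80 min at room temperature; remaining NADPH was read by diaphorase/resazurin fluorescence.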
# Vif-APOBEC3G blk: blocks the Vif interaction with human APOBEC3G. 410,000 compounds, 0.076% hits. Potency, µM (top dose mostly 46.1 µM), for the others: at the highest dose activity, negative = active, usual class: inhibitors. HeLa A3G-eYFP + Vif (tagged APOBEC3G with the HIV-1 protein that degrades it), YFP fluorescence, overnight;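 further: potency means the concentration at half of the fitted maximal effect; on the % scale 0 is the no-effect control and ±100 the full control effect; nearly all actives have a fitted effect of over 60% in size; hits raise eYFP signal because A3G escapes Vif-driven loss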
# Target sequence (Q9HC16 whole entry, looked up): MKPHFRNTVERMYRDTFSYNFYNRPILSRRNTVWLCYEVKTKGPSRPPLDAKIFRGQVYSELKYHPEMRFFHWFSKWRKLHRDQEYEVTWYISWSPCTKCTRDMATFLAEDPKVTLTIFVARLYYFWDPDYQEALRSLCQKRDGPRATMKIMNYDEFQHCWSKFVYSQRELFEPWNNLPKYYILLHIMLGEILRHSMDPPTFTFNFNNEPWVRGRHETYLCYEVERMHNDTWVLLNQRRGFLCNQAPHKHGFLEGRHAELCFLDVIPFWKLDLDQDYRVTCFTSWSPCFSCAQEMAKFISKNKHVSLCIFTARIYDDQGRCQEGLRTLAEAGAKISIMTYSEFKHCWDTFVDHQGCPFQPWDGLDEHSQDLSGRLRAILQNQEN
#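 HeLa cells stably expressing Vif and C-terminally eYFP-tagged A3G, seeded overnight at 37 deg C, then exposed to compound by pintool overnight at 37 deg C. Rise in yellow fluorescence (Ex 488/Em 500-530, Acumen) marks blocked Vif-driven A3G degradation.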
# Vif-APOBEC3F blk: inhibitors of Vif-A3F interaction; HeLa A3F-eYFP + Vif (tagged APOBEC3F with the HIV-1 protein that degrades it), YFP fluorescence increase; Potency, µM (top dose mostly 46.1 µM), for the others: top-dose activity, negative = active; 390,000 compounds, 0.2% hits; further: potency means the concentration at half of the fitted maximal effect; % of control where 0% means no effect; nearly all actives have a fitted effect of over 65% in size
#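 HeLa cells stably expressing A3F-eYFP plus Vif, plated and incubated overnight at 37 deg C, then exposed to compounds overnight at 37 deg C. Blocked degradation read as raised yellow fluorescence (Ex 488/Em 500-530).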
# TrxR1 inh: inhibitors of rat thioredoxin reductase 1 | recombinant rTrxR1, NADPH fluorescence consumption, selenite substrate | O89049 | AID 588453 | 390,000 compounds, 1% hits | Potency, µM (titrated, usually from 114 µM), inactives show at the highest dose activity change, negative = inhibition, most hits filed as inhibitors; further: potency means the concentration at half of the fitted maximal effect; on the % scale 0 is the no-effect control and ±100 the full control effect; nearly all actives have a fitted effect of over 65% in size
#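 Rat TrxR1 (90 nM in the dispensed reagent) was pre-reduced with 400 uM NADPH for 5 min at room temperature, then incubated with compound for 15 min. After 400 uM selenite was added, NADPH fluorescence (Ex 340/Em 450 nm) was followed for 8 min.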
# LDHA inh: LDHA (human) enzyme inhibition; P00338; purified LDHA, NADH/diaphorase-resazurin fluorescence; stronger effect = lower value; activity change, % (values are at about 110 or 230 µM); 480,000 compounds, 0.15% hits; in the data active means activity change below about -30%; inconclusive means mostly about -25% to -30%;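 further: plate controls were DMSO wells for no effect and wells without enzyme for full effect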
#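 LDH5 2 nM; NADH 0.06 mM, pyruvate 0.2 mM; 200 mM Tris pH 7.4, EDTA, Tween-20; 5 min RT. Detection: diaphorase 0.133 mg/mL + resazurin 37 µM, fluorescence ex540/em590 at 0 and 20 min; normalized to enzyme-free and DMSO wells.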
# GRP78 ERSR act: inducers of ER stress response in human glioma cells | 420,000 compounds, 0.02% hits | U87-MG GRP78 promoter luciferase reporter, 16 h | Potency, µM, inactives show at the highest dose activation, hits mostly activators; further: potency means the concentration at half of the fitted maximal effect; series mostly up to about 76 µM; % of control where 0% means no effect; nearly all actives have a fitted effect of over 35% in size
#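 ERSR induction read as luciferase luminescence (Bright-Glo, 10 min at room temperature) in stably transfected human U87-MG glioma cells exposed to compounds for 16 h, using GRP78 as sensor.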
# USP1-UAF1 inh: inhibitors of human USP1/UAF1 deubiquitinase. O94782. recombinant USP1/UAF1, Ub-Rhodamine cleavage fluorescence. Potency, µM (series often up to 57.1 µM), for the others: at the highest dose activity change, negative = inhibition, hits mostly inhibitors. 390,000 compounds, 0.23% hits. AID 743255; further: potency means the concentration at half of the fitted maximal effect; on the % scale 0 is the no-effect control and ±100 the full control effect; nearly all actives have a fitted effect of over 60% in size; inactives centre near -12
#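 In this screen, compounds sit with the deubiquitinase complex (1nM) for 15 min at room temperature before Ub-Rho is added at 150nM final. Fluorescence rise is then followed for 6 reads every 60 seconds.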
# * = called active by the depositor; ? = inconclusive; · = not tested or not shown; & = joins results of further samples; [ ] = remark or other dose. Unless noted, the call rests on the fitted dose curve; in most records, active means well fitted curve in the direction sought with a large enough effect; inconclusive means small, poorly fitted or top-dose-only effect, or another doubt; inactive means no such curve, though single readings can be large; an effect the other way counts as inactive or inconclusive. An excerpt; count on the stated rates, not on these rows.
# A first look, two compounds:
Molecule | RGS4 inh | TrxR1 substrate | mIDH1 inhibitor | Vif-APOBEC3G blk | Vif-APOBEC3F blk | TrxR1 inh | LDHA inh | GRP78 ERSR act | USP1-UAF1 inh
O=C(c1cc([N+](=O)[O-])ccc1N1CCOCC1)N1CCCCC1 | 10% | -13% | 4% | -7% | -15% | -11% | -7 | 1% | -18%
COC(=O)c1ccccc1S(=O)(=O)N(Cc1ccco1)Cc1cc2cc(OC)ccc2[nH]c1=O | -33% | 24% | 11% | -5% | 1% | 10µM* | -6 | -3% | -13%

# Results, from the start:
Molecule | RGS4 inh | TrxR1 substrate | mIDH1 inhibitor | Vif-APOBEC3G blk | Vif-APOBEC3F blk | TrxR1 inh | LDHA inh | GRP78 ERSR act | USP1-UAF1 inh
O=C(c1cc([N+](=O)[O-])ccc1N1CCOCC1)N1CCCCC1 | 10% | -13% | 4% | -7% | -15% | -11% | -7 | 1% | -18%
COC(=O)c1ccccc1S(=O)(=O)N(Cc1ccco1)Cc1cc2cc(OC)ccc2[nH]c1=O | -33% | 24% | 11% | -5% | 1% | 10µM* | -6 | -3% | -13%
COc1ccc(CCNc2nc3c(c(=O)n(C)c(=O)n3C)n2Cc2ccccc2Cl)cc1OC | 2% | -8% | 21% | -4% | 1% | -6% | -1 | -2% | -17%
COc1cc(SC)ccc1C(=O)N1CCC(Cc2ccccc2)CC1 | -13%[56.9 µM] | -3%[57.1 µM] | · | · | · | 2%[57.1 µM] | · | -4%&-7% | ·
CCN1CCN(c2ccc(N3CCN(S(=O)(=O)c4cc([N+](=O)[O-])ccc4C)CC3)nn2)CC1 | 24% | -3% | 15% | -1% | 0% | 7% | -9 | -4% | 0%
COc1ccc(CN2CC(C(=O)NCCCN3CCOCC3)CC2=O)cc1 (stereo unspecified) | 0% | 1% | 2% | 3% | 2% | 13%[0.457 µM] | 1 | -3% | -18%
CCOc1ccc(CCNC(=O)COC(=O)c2cccc(S(=O)(=O)N3CCCC3)c2)cc1OCC | -19% | -3% | 3% | 0% | 2% | 3% | -4 | -3% | -11%
CCOc1ccc(Cl)cc1CN1CCOCC1 | -22% | 14%[57.1 µM] | 0% | -4% | -3% | 25%[57.1 µM] | -5 | -1% | -15%
Cc1c(CCOC(=O)C23CC4CC(CC(C4)C2)C3)sc[n+]1CC#N | -28% | 9%[11.4 µM] | -11% | -10% | -21% | 3%[11.4 µM] | -4 | -2% | 0%
CCCOc1ccc(C2C(=O)N(C3CCCCCC3)CC(=O)N2Cc2ccc(OC)cc2)cc1OC (stereo unspecified) | 4% | -7%[57.1 µM] | 19% | 0% | -10% | 4%[57.1 µM] | -11 | -3% | -11%
COc1cccc(/C=C/C(=O)OCC(=O)N2c3ccccc3NC(=O)C2(C)C)c1 | 8% | 14%[57.1 µM] | 1% | -1% | -9% | 11%[57.1 µM] | -6 | -5% | -13%
Cc1ccc(/C=C/C(=O)CCC(=O)O)cc1 | 13% | 1%[57.1 µM] | 5% | 0% | 7% | 5%[57.1 µM] | -1 | -5% | ?
Cc1ccc(O)c(C(=O)c2cc(C#N)c(=O)n(Cc3ccccc3)c2)c1 | 3% | -12% | 0% | -6% | 4% | -7% | -1 | -4% | -6%
CC(=O)c1ccc(NC(=O)CC(NCCC2=CCCCC2)C(=O)O)cc1 (stereo unspecified) | -22% | -10% | -8% | -1% | -11% | -9% | -1 | -4% | 0%
COc1ccc(C2C=C(c3ccccc3)Nc3nc(NC(=O)c4cccc([N+](=O)[O-])c4)nn32)cc1 (stereo unspecified) | 3% | -2% | 0% | -3% | 5% | 3% | 1 | -3% | -11%

# (list continues)
Molecule | RGS4 inh | TrxR1 substrate | mIDH1 inhibitor | Vif-APOBEC3G blk | Vif-APOBEC3F blk | TrxR1 inh | LDHA inh | GRP78 ERSR act | USP1-UAF1 inh
CCN1CCN(CC(O)COC(C)C)CC1 (stereo unspecified) | 8% | 14% | 9% | 1% | -1% | 29% | -11 | -1% | -5%
CCn1c(CCNC(=O)c2ccc(Cl)c(Cl)c2)nnc1SCCOc1ccc(OC)cc1 | -4% | -7% | 13% | 3% | -11% | 11% | 6 | 1% | -8%
Cc1ccc(NC(=O)CN2C(=O)S/C(=C/c3ccc(-c4cccc(C(=O)O)c4)o3)C2=O)cc1 | -16% | -4% | 5% | -4% | ? | -16% | 0 | -3% | -33%
O=C1C2C(c3ccccc3)CC=CC2C(c2cccc(Br)c2)N1Cc1ccccc1 (stereo unspecified) | 6% | -5% | · | 4% | · | -1% | · | -1% | ·
COc1ccccc1N1CCN(C(=O)COc2cccc(C)c2C)CC1 | 42% | 0% | -7% | -2% | -12% | 11% | -2 | 1% | -23%
CCOC(=O)CSc1nnc(CNC(=O)c2ccc([N+](=O)[O-])cc2)n1C | 17% | 10%[57.1 µM] | 11% | 2% | -13% | 5% | 1 | -2% | 1%
O=C(NCCCN1CCCC1=O)C1CCN(S(=O)(=O)c2cccc(C(F)(F)F)c2)CC1 | -5% | -9% | 5% | 1% | -8% | -19% | 0 | -3% | -5%
COc1ccc(Nc2cc(C)c3ccc(O)cc3n2)cc1 | 14% | -4% | 17% | -5% | 1% | 18% | 0 | 2% | -11%
CC(=O)Oc1cccc(N2C(=O)c3cccc4c([N+](=O)[O-])ccc(c34)C2=O)c1 | 4% | -1% | -5% | ? | ? | 0% | 0 | -1% | -24%
CCN1C(=NCCOC)N[C@@H](c2ccccc2)[C@H](C(=O)OC)[C@H]1C | -1% | 8%[57.1 µM] | 1% | -1% | -1% | 25%[57.1 µM] | -9 | -4% | 21%
O=C(CSc1nnnn1-c1ccccc1)NCC1(N2CCOCC2)CCCCC1 | -14% | 4% | 0% | 0% | -12% | 18% | -1 | -4% | -18%
CCOC(=O)N1CCC(NC(=O)c2ccc3c(c2)N(Cc2cc(C)ccc2C)C(=O)c2ccccc2S3=O)CC1 (stereo unspecified) | 0% | -3% | -5% | -10% | 0% | 33% | -5 | -3% | -27%
CC1(OC(=O)C2CCCC2)C(=O)C=C2C=C(c3ccsc3)N(Cc3ccc4c(c3)OCO4)C=C2C1=O (stereo unspecified) | -11% | -4% | 13% | -1% | 7% | 13%[57.1 µM] | 48 | -2% | -20%
O=[N+]([O-])c1ccc2nc(-c3ccccc3)[nH]c2c1 | 10% | -12% | 16% | 0% | 0% | -7% | -11 | 1% | -5%
O=C(COC(=O)c1cccc(S(=O)(=O)N2CCCCC2)c1)NC1CCCCC1 | -29% | 0% | 4% | 2% | 5% | 0% | 0 | -3% | -7%

# The results go on.
molecule	RGS4 inh	TrxR1 substrate	mIDH1 inhibitor	Vif-APOBEC3G blk	Vif-APOBEC3F blk	TrxR1 inh	LDHA inh	GRP78 ERSR act	USP1-UAF1 inh
CCc1ccc2[nH]cc(C(=O)OCCOC)c(=O)c2c1	29%	-4%	9%	0%	-4%	-2%	-3	-2%	-16%
CCCCCCSc1ccc(-c2nc3cc(C)ccn3c2NC2CCCCC2)cc1	5%	51%[activator]	6%	-5%	?	?	5&0	-2%	-26%
CCN(C(=O)C1CSC2(C)CCC(=O)N12)c1nc2c(C)cccc2s1 (stereo unspecified)	-7%	3%	5%	1%	4%	11%	-2	-3%	-14%
Cc1cc(OCC(=O)Nc2ccncc2)cc(C)c1Cl	-16%	8%	11%	-4%	-9%	24%	2	1%	-13%
O=C(Cc1cccc2ccccc12)NNC(=O)c1ccc(Br)o1	-7%	1%	-2%	1%	7%	?	-3	-4%	-16%
Cc1ccc(/C=N/NC(=O)Cn2nnc(N)n2)o1	-43%	2%[57.1 µM]	7%	-1%	1%	12%[57.1 µM]	2	2%	-14%
CC(C)(C)[C@H]1C=C(C(=O)NCc2nc3ccccc3[nH]2)O[C@@H](OCCCCO)C1	1%	6%	-8%[38.3 µM]	-1%	-8%	20%	0	-4%	?
CC(NC(=O)C1CCN(S(=O)(=O)c2cccs2)CC1)c1cccc(Cl)c1 (stereo unspecified)	1%	5%	-2%	-12%	4%	10%	-8	-5%	-17%
Cc1[nH]c2c(C)cccc2c1CCNC(=O)C1CCCCC1C(=O)OCC(F)(F)F (stereo unspecified)	5%	-1%[57.1 µM]	1%	-16%	-17%	11%[57.1 µM]	4	-4%	-22%
O=C(CSc1ccccc1)NCc1ccccn1	?	-3%	1%	-6%	4%	-9%	-6	-4%	-7%

# Structural class: those above containing a thiophene ring, fused or not (two)
molecule	RGS4 inh	TrxR1 substrate	mIDH1 inhibitor	Vif-APOBEC3G blk	Vif-APOBEC3F blk	TrxR1 inh	LDHA inh	GRP78 ERSR act	USP1-UAF1 inh
CC1(OC(=O)C2CCCC2)C(=O)C=C2C=C(c3ccsc3)N(Cc3ccc4c(c3)OCO4)C=C2C1=O (stereo unspecified)	-11%	-4%	13%	-1%	7%	13%[57.1 µM]	48	-2%	-20%
CC(NC(=O)C1CCN(S(=O)(=O)c2cccs2)CC1)c1cccc(Cl)c1 (stereo unspecified)	1%	5%	-2%	-12%	4%	10%	-8	-5%	-17%
